SENP6 inh: SENP6 protease inhibitors, primary screen, biochemical, luminescence, uHTS. Recombinant SENP6 catalytic domain, aminoluciferin luminescence. Sentrin-specific protease 6 (Homo sapiens), Q9GZR1. AID 2599, 2010. inhibition, % at 10 µM. actives 1.8% (n = 330,000);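 active = inhibition above about 50% at the single tested dose, limit read from the data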;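 note: plate controls were DMSO wells with enzyme for no effect and DMSO wells lacking enzyme for full effect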
PfG6PD inh: PfG6PD enzyme inhibitors, primary screen, biochemical, fluorescence intensity, uHTS. PfGluPho enzyme, NADPH resazurin-diaphorase fluorescence. actives 0.78% (n = 350,000). glucose-6-phosphate dehydrogenase-6-phosphogluconolactonase (Plasmodium falciparum 3D7). inhibition, % at 20 µM;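 active = inhibition reaching at least a set limit at 20 µM in the primary screen, cut at about 59% in these data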;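 note: 0% = DMSO wells with substrate and 100% = DMSO wells lacking glucose-6-phosphate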
SENP8 block-1: SENP8 protease inhibitors, primary screen, biochemical, luminescence | inhibition, % at 10 µM | purified SENP8, Z-RLRGG-aminoluciferin cleavage | AID 2540, 2010 | actives 1.2% (n = 330,000); in the data active = inhibition above about 50%
Target sequence (Q96LD8 whole entry, looked up): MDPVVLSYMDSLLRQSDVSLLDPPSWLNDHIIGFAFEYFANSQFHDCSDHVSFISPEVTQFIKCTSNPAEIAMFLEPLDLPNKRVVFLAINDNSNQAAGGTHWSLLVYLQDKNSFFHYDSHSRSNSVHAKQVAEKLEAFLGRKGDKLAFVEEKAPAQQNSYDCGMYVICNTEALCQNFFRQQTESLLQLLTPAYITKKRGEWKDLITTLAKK
SENP1 FRET inh: human SENP1 catalytic domain inhibitors, primary screen, biochemical, FRET, uHTS; Sentrin-specific protease 1 (Homo sapiens), Q9P0U3; recombinant SENP1 catalytic domain, CyPet-SUMO1-YPet FRET cleavage; inhibition, % at 10 µM; actives 0.21% (n = 360,000);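 active = inhibition at least 30% at 10 µM, raw YFP signal under a set limit, fluorescence ratio 0.5 to 1.5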;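 note: 0% = enzyme with DMSO and 100% = no enzyme wells; some results filed as inactive read as strong as hits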
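Material – human SENP1 catalytic domain · Input – SENP1 enzyme, 20 pM final · Compound dosing – single concentration of 10 µM compound, 0.5% DMSO final · Timing – enzyme reaction for 50 min at room temperature, dark · Measured by – FRET fluorescence in CFP and YFP emission channels · Control set – no-enzyme wells low, DMSO-plus-enzyme wells high control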
HKDC1 inhibitor: HKDC1 hexokinase inhibitors, primary screen, biochemical, fluorescence, uHTS. Q2TB90. recombinant HKDC1, G6PDH/diaphorase resazurin coupled fluorescence. inhibition, % at 20 µM. actives 0.16% (n = 340,000). AID 493160, 2011;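 active = inhibition above about 35% when tested at 20 µM, limit read from the data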;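 note: plate controls were DMSO wells with enzyme for no effect and DMSO wells lacking enzyme for full effect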
Target sequence (Q2TB90 whole entry, looked up): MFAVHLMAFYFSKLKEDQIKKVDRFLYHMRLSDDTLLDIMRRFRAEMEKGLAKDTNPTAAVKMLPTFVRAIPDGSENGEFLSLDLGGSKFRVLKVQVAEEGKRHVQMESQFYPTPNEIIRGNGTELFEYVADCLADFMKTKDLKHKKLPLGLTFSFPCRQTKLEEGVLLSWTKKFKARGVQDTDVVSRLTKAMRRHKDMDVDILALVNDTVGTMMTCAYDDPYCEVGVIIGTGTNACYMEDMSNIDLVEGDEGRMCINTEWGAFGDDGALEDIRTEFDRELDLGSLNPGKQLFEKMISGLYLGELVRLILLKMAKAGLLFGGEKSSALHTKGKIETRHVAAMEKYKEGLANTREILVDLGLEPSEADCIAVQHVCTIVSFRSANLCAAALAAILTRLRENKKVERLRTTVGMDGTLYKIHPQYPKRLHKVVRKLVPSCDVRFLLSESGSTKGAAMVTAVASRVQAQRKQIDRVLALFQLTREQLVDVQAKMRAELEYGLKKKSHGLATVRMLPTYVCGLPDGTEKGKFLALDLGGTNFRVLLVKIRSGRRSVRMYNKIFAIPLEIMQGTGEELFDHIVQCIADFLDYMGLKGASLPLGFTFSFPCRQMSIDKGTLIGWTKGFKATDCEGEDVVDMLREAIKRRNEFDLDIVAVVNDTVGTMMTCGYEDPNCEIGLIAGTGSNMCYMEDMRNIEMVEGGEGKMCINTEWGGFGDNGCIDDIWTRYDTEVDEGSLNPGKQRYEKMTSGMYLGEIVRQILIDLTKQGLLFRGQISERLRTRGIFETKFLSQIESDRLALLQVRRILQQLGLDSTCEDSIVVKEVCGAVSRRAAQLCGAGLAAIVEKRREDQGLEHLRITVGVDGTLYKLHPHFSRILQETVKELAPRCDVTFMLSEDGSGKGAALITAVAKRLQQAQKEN
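Material – in-house recombinant HK5 (HKDC1) enzyme · Quantity – HKDC1 at 5 µg/mL · Buffer or medium – pH 8.0 Tris buffer with 10 mM MgCl2 · Reagent – glucose with 1 mM ATP · Dosing – single 20 µM dose · Times – reaction time 90 min, room temperature, protected from light · Technique – resorufin fluorescence at 613 nm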
UBC13 polyUb: UBC13 polyubiquitin chain formation inhibitors, primary screen, biochemical, TR-FRET, uHTS | Ubiquitin-conjugating enzyme E2 N (Homo sapiens), P61088 | inhibition, % at 20 µM | actives 0.47% (n = 330,000); in the data active = inhibition above about 45%, passing the limit was not always enough; inconclusive = no clear call, values can overlap the other calls
SENP8 block-2: human SENP8 protease inhibitors, primary screen, biochemical, fluorescence, Nedd8 protein substrate, uHTS | Sentrin-specific protease 8 (Homo sapiens), Q96LD8 | recombinant SENP8 | inhibition, % at 20 µM | actives 0.64% (n = 360,000) | AID 602440, 2012; in the data active = inhibition mostly above about 40%, no sharp cut-off; inactive = mostly below about 27%
MIN6 prolif: inducers of MIN6 beta-cell proliferation, primary screen, ATP luminescence, uHTS | MIN6 cells proliferation, ATPlite luminescence, 48 h; cells starved in 0.2% serum; 100% = growth in 10% serum | proliferation, % at 10 µM | actives 0.29% (n = 330,000);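 active = compounds whose signal lies at least 3.5 SD above the mean of all wells on their plate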;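 note: 0% = DMSO-treated cells in low-serum medium and 100% = 10% serum control; some compounds called inactive have numbers as strong as hits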
SENP7 inh: SENP7 protease inhibitors, primary screen, biochemical, luminescence, uHTS. Sentrin-specific protease 7 (Homo sapiens), Q9BQF6. recombinant SENP7, Z-RLRGG-aminoluciferin luminescence, 40 min. inhibition, % at 5 µM. actives 1.5% (n = 330,000);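 active = inhibition above about 50% at the single test dose, limit read from the data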;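 note: plate controls were DMSO with enzyme for no effect and no enzyme buffer wells for full effect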
An asterisk follows results filed as active; ? = inconclusive; . = not tested or not shown.

Every second line gives: SENP6 inh | PfG6PD inh | SENP8 block-1 | SENP1 FRET inh | HKDC1 inhibitor | UBC13 polyUb | SENP8 block-2 | MIN6 prolif | SENP7 inh
- CC1(C2CC2)NC(=O)N(CC(=O)Nc2ccc(SC(F)F)cc2)C1=O (stereo not given)
 : -9 | 0 | -13 | 2 | -6 | 9 | 11 | -5 | -10
- CCNc1nc(NC(C)C)nc(N(C)C#N)n1
 : -2 | -2 | -6 | 1 | -6 | 6 | 18 | 4 | 6
- Cc1nc2nc(-c3ccco3)[nH]n2c(=O)c1Cc1ccccc1
 : 5 | -26 | 5 | -4 | -7 | 1 | 4 | -2 | 2
- CCOc1ccc(NS(=O)(=O)c2cc3c4c(c2)CCN4C(=O)CC3)cc1
 : -1 | -4 | -5 | -1 | -2 | -9 | 22 | 0 | -6
- Cc1cccc(Nc2cc(=O)[nH]c(=O)[nH]2)c1
 : -1 | 1 | -9 | 1 | -2 | -3 | 11 | 0 | -10
- O=C(COC(=O)C1CC2CCCC(C1)C2=O)NC1CCCCC1 (stereo not given)
 : 4 | -7 | 6 | 1 | -6 | 2 | 10 | -2 | -10
- CCOc1ccc2c(c1)c(N=NC(N)=S)c(O)n2C
 : -3 | 6 | 6 | 3 | -4 | ? | 15 | 0 | 11
- CCCCc1nnc(SCCSc2nnc(CCCC)n2N)n1N
 : -9 | 26 | 9 | 3 | -4 | -5 | 17 | -2 | -3
- CCn1c(=O)n(-c2ccc(Cl)cc2)c(=O)c2c3c(sc21)COC(C)(C)C3
 : 5 | -13 | -3 | 1 | 7 | 0 | 26 | -4 | 7
- Oc1ccc(/C=N/N(Cc2ccccc2)c2ccccc2)cc1
 : -2 | 1 | -8 | -1 | 2 | -9 | 8 | -6 | 13
- C[C@@H]1CC2OC(=O)[C@@]3(C)C(=O)CC[C@@](C)(C23)[C@@]1(O)CCc1ccoc1 (stereo not given in full)
 : -7 | -3 | 2 | 1 | 4 | 5 | 12 | 2 | 2
- Cn1c(=O)c2c(nc(NCCNC(=O)c3ccco3)n2Cc2ccc(Cl)cc2Cl)n(C)c1=O
 : -38 | -1 | -4 | 1 | -6 | -3 | 2 | -3 | -27
- CCN1C(=O)[C@H]2[C@@H](c3ccc(C)cc3)N3C(=O)N(c4cccc(F)c4)C(=O)[C@@]3(CC)[C@H]2C1=O
 : 4 | -13 | 3 | 2 | 4 | 3 | 10 | -4 | 1
- CC(OC(=O)CN1C(=O)NC(C)(C)C1=O)C(=O)c1ccccc1 (stereo not given)
 : 5 | -11 | 9 | 1 | 1 | 0 | 20 | 2 | 1
- CCOC(=O)C1CCN(c2c(NCc3ccc(C(=O)Nc4ccc(C)cc4)cc3)c(=O)c2=O)CC1
 : -12 | -2 | 2 | 1 | -6 | -2 | 21 | 1 | 9
- Cc1ccc(NC(=O)Cn2c(O)c(N=NC(=O)c3cc([N+](=O)[O-])ccc3O)c3ccccc32)cc1
 : 16 | . | 35 | . | . | -25 | . | -5 | 6
- COc1ccc(-c2c(O)c(C#N)c(-c3ccccc3)n(-c3ccc(OC)cc3)c2=O)cc1
 : -12 | -22 | -8 | 78* | -3 | 12 | -291 | 0 | 4
- O=C(CSc1nnc(Cc2ccccc2)n1-c1ccccc1)NNC(=O)Cc1ccccc1
 : -13 | -34 | 0 | -1 | 5 | -9 | 2 | -1 | 4
- COc1ccc(F)cc1S(=O)(=O)N1CC(C)CC(C)C1 (stereo not given)
 : -10 | -7 | -10 | 0 | -12 | -6 | 10 | 0 | -5
- Cc1ccc(S(=O)(=O)NC(C)C(=O)N2CCOCCOCCOCCOCC2)cc1 (stereo not given)
 : 3 | 9 | 4 | 0 | -6 | 8 | 8 | 0 | 4
- O=C(Cn1c(=O)n(Cc2ccco2)c(=O)c2ccccc21)NCC1CCCO1 (stereo not given)
 : -13 | 1 | 9 | 0 | -8 | 3 | 12 | -4 | 14
- O=S(=O)(/N=C(/Nc1nc2ccccc2s1)c1ccccc1)c1ccc(F)cc1
 : 19 | -31 | 1 | 2 | 6 | -8 | -5 | -1 | 9
- Cc1cc(C)n(CCc2nc(-c3ccco3)cs2)n1
 : 7 | 32 | -1 | -6 | -7 | 7 | 1 | -3 | 1
- CC(C)(C)C(CCl)C(=O)NN=C(c1ccccc1)c1ccccc1 (stereo not given)
 : -4 | 6 | -7 | 2 | -6 | -3 | 23 | -2 | -3
- N#C/C(=C(/O)c1ccc(-c2cccc([N+](=O)[O-])c2)o1)c1nc2ccccc2s1
 : 97* | 25 | 93* | -20 | 7 | -18 | -23 | -5 | 25
- COc1cccc(Nc2nc(C)nc3c2oc2ccccc23)c1
 : 19 | 19 | -3 | 2 | -16 | 10 | -281 | 1 | 1
- O=C(Cn1cccc1)Nc1ccc(OC(F)(F)F)cc1
 : -18 | 14 | 2 | 2 | -6 | 9 | 25 | -2 | -3
- O=C1CC(c2cccs2)Cc2nc(NCC3CCCO3)ncc21 (stereo not given)
 : -5 | -2 | 5 | 0 | 2 | 1 | 18 | -2 | 0
- O=C(NCc1ccc(Cl)cc1)c1ccc(OCC2CCCO2)cc1 (stereo not given)
 : 4 | 5 | 5 | 0 | 5 | 1 | 4 | 0 | 5
- O=C(Nc1ccc(-c2nc3cc(Cl)ccc3o2)cc1)C1CCCO1 (stereo not given)
 : 30 | -17 | 10 | -1 | -6 | 13 | -266 | -2 | 70*

Three compounds from above, sorted by heavy-atom count, descending.
Every second line gives: SENP6 inh | PfG6PD inh | SENP8 block-1 | SENP1 FRET inh | HKDC1 inhibitor | UBC13 polyUb | SENP8 block-2 | MIN6 prolif | SENP7 inh
- CCN1C(=O)[C@H]2[C@@H](c3ccc(C)cc3)N3C(=O)N(c4cccc(F)c4)C(=O)[C@@]3(CC)[C@H]2C1=O
 : 4 | -13 | 3 | 2 | 4 | 3 | 10 | -4 | 1
- CCn1c(=O)n(-c2ccc(Cl)cc2)c(=O)c2c3c(sc21)COC(C)(C)C3
 : 5 | -13 | -3 | 1 | 7 | 0 | 26 | -4 | 7
- COc1cccc(Nc2nc(C)nc3c2oc2ccccc23)c1
 : 19 | 19 | -3 | 2 | -16 | 10 | -281 | 1 | 1

More structures
Every second line gives: SENP6 inh | PfG6PD inh | SENP8 block-1 | SENP1 FRET inh | HKDC1 inhibitor | UBC13 polyUb | SENP8 block-2 | MIN6 prolif | SENP7 inh
- O=C(CNc1ccc(F)cc1)N/N=C/c1c(O)ccc2ccccc12
 : 12 | -7 | 0 | -76 | 1 | 1 | -1 | -5 | 6
- Cc1ccc(-c2noc(CCC(=O)NCC3CCCO3)n2)cc1 (stereo not given)
 : 8 | -8 | -4 | 1 | 6 | 0 | 7 | 4 | 7
- COc1ccc(Nc2ccc([N+](=O)[O-])cn2)cc1
 : 0 | 15 | -12 | 16 | -5 | -12 | 21 | 3 | -5
- COC(=O)CCCNC(=O)c1ccc2nc(Cc3ccc(OC)cc3)oc2c1
 : 4 | -1 | -2 | 0 | 3 | 4 | 11 | -1 | 0
- Nc1ccc(Nc2ccccc2)c(S(=O)(=O)O)c1
 : -2 | -6 | 3 | 1 | 5 | 3 | -397 | -4 | 8
- O=C(c1cccc(C(F)(F)F)c1)N1CCC(O)(CS(=O)(=O)Cc2ccccc2)CC1
 : -6 | -14 | 0 | -1 | 0 | 6 | 8 | 1 | -4
- COc1ccccc1OCc1ccc(C(=O)N2CCOCC2)o1
 : -9 | -19 | 1 | -1 | 6 | 2 | 20 | 0 | -2
- CCOC(=O)c1ccc(N/C=C2\CCCCC2=O)cc1
 : 13 | 44 | -13 | -6 | -5 | -4 | -6 | -3 | -22
- O=C(CSc1nnc(C2CC2)n1Cc1ccco1)NCC(F)(F)F
 : 2 | -20 | -11 | -1 | 11 | -12 | 4 | -1 | -5
- C/C(=N\NC(=O)C(O)(c1ccccc1)c1ccccc1)c1ccc(NC(=O)CCCC(=O)O)cc1
 : -12 | 22 | 2 | 2 | -5 | 0 | 5 | 2 | 4
- CCOC(=O)C1=C(C)N=c2s/c(=C\C(=O)OC)c(=O)n2C1c1ccc(OC)cc1 (stereo not given)
 : 3 | 2 | 5 | 1 | 13 | -1 | 30 | -6 | 8
- Cc1cc(C(=O)Nc2ccccc2N2CCCCC2)no1
 : 10 | 6 | 1 | 1 | 1 | 1 | 22 | 0 | 6
- CCOc1ccc2nc(SCC(=O)NCc3ccc4c(c3)OCO4)[nH]c2c1
 : -3 | 14 | -5 | 2 | -13 | -8 | 12 | -3 | 3
- CCc1cc2c(SCC(=O)O)ncnc2s1
 : -4 | -10 | -4 | 1 | -13 | 1 | 6 | -1 | 3
- c1ccc(NC2=NCCN2CC2CCC2)cc1
 : -15 | 3 | -10 | 2 | -2 | 2 | 14 | -2 | -11
- C[C@H](NC(=O)OCc1ccccc1)C(=O)N[C@@H](Cc1c[nH]c2ccccc12)C(=O)O
 : -17 | -6 | -3 | 3 | -1 | -5 | 14 | -2 | -4
- COC(=O)c1[nH]c2cc(OC)c(OC)cc2c1NC(=O)CN1C[C@H]2C[C@@H](C1)c1cccc(=O)n1C2
 : -4 | 6 | 0 | 0 | -2 | -4 | -390 | 1 | 2
- COc1ccccc1-c1nc(S(=O)(=O)c2ccccc2)c(N2CCCCC2)o1
 : 2 | -8 | 0 | -1 | 4 | 9 | 10 | -7 | 6
- COc1ccc2nc(SCCN(C)C)[nH]c2c1
 : -3 | -5 | 0 | 2 | -8 | -2 | 0 | -1 | 3
- Cc1cccc(-n2c(CNC(=O)c3ccccc3)nnc2SCC(=O)Nc2nccs2)c1
 : -10 | -19 | 2 | 3 | -2 | 3 | 7 | -3 | 6
- Cc1cc(NC(=O)CSc2nc(=O)cc(N)n2-c2ccc(Cl)cc2)no1
 : 3 | 0 | -5 | -1 | -4 | -2 | 39 | -3 | 4
- O=C(CSc1nnc(-c2n[nH]c3ccccc23)n1-c1ccccc1)Nc1ccccc1Cl
 : -5 | -8 | -3 | 3 | 1 | 11 | 15 | -2 | -3
- CCN(CC)c1ccc(/C=C2\CCC(/C=C(\C#N)C(=O)Nc3ccccc3F)=C2N2CCOCC2)cc1
 : . | 46 | . | -10 | 18 | . | 17 | . | .
- Cc1ccc(NC(=O)C(C)OC(=O)CCN=C2NS(=O)(=O)c3ccccc32)cc1 (stereo not given)
 : -8 | -1 | 1 | 0 | -3 | 3 | -1 | 4 | 8
- CN(C(=O)COC(=O)c1ccc2c(c1)OCO2)c1c(N)n(Cc2ccccc2)c(=O)[nH]c1=O
 : -6 | -6 | -5 | 2 | 0 | -3 | 13 | 4 | -17
- COCCOCCn1cnc2ccccc21
 : -9 | -6 | -5 | 1 | -1 | -1 | 3 | -1 | -6
- COc1ccc(CN(C)C(=O)c2cccc(Oc3ccccc3)c2)c(OC)c1OC
 : 12 | -10 | -15 | 1 | 2 | 8 | 9 | 0 | -1

High-throughput results (PubChem BioAssay)

Compounds as they come. Share with any hit: about 4%.
